Screens as filed in PubChem BioAssay.
HTT aggregate: mutant huntingtin aggregation inhibition | PC12 HttQ103-GFP aggregates, Acumen cytometry, 40 h | Potency, µM (titrated, usually from 46.1 µM), for inactives: at the top dose activity change, negative = inhibition, actives largely listed as inhibitors | actives 1.1% (n = 220,000) | AID 1688; further: potency means the concentration at half of the fitted maximal effect; on the % scale 0 is the no-effect control and ±100 the full control effect; nearly all actives have a fitted effect of over 60% in size
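Quantitative HTS on tebufenozide-induced (100 nM) PC12 cells stably expressing polyQ103 Huntingtin exon 1–GFP. Reduction of bright GFP aggregates, detected by laser scanning cytometry after lysis, identified actives across the titration.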
GAA inh: inhibitors of human lysosomal alpha-glucosidase; P10253; purified human GAA, 4-MU-alpha-glucoside fluorescence; Potency, µM (doses to about 76.9 µM), for inactives: at the top dose activity change, negative = inhibition, hits mostly inhibitors; actives 0.005% (n = 200,000);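 further: potency means the concentration at half of the fitted maximal effect; plate controls were uninhibited enzyme wells for no effect and no-enzyme background for full effect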
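Human enzyme at 4 nM with 400 uM 4-methylumbelliferyl-alpha-D-pyranoside, citrate/phosphate buffer pH 5.0, 0.005% Tween-20, 20 min at room temperature. Compounds up to 77 uM. 4-MU fluorescence (Ex 365/Em 440) read after NaOH/glycine stop; AC50 from Hill fit.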
GAA spleen mod: inhibits or activates alpha-glucosidase in human spleen homogenate; P10253; human spleen homogenate, 4-MU-alpha-glucoside fluorescence; actives 0.006% (n = 240,000); Potency, µM (titrated, usually from 79.9 µM), inactives show at the top dose activity change, negative = inhibition, usual class: inhibitors;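 further: potency means the concentration at half of the fitted maximal effect; 0% = enzyme with vehicle and -100% = no enzyme basal signal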
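Enzyme source: human spleen homogenate, 1 ug/well. Buffer 50 mM citric acid/K phosphate pH 5.0, 0.01% Tween-20. 4-MU-alpha-glucoside 1 mM; 37 C x 40 min; NaOH/glycine stop; fluorescence.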
GAA glycogen mod: alters human alpha-glucosidase cleavage of glycogen | actives 0.38% (n = 300,000) | recombinant GAA, glycogen substrate, Amplex Red glucose oxidase fluorescence | Potency, µM (highest dose often 76.4 µM), without a hit: at the highest dose activity change, negative = inhibition, most hits filed as inhibitors;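 further: potency means the concentration at half of the fitted maximal effect; 0% = full enzyme reaction and -100% = no-enzyme basal signal; the screen sought inhibitors and activators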
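Natural-substrate format: glycogen cleavage by 4 nM human enzyme, glucose read by Amplex Red coupling (Ex 573, Em 610 nm). Normalized to enzyme and no-enzyme controls.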
LMNA splice mod: changes lamin A minigene splicing in HeLa cells; AID 1487; HeLa LMNA splicing GFP/RFP minigene ratio, 48 h; actives 0.01% (n = 200,000); Potency, µM (highest dose often 46.1 µM), without a hit: at the highest dose ratio change, negative = inhibition, hits mostly inhibitors; active means well fitted inhibition curve with a large enough effect in the signal ratio, with a control signal flat, not every such curve was filed as active; inconclusive means small, poorly fitted or top-dose-only effect, or effect the other way, or a change in a side signal; the % refers to the signal ratio; further: potency means the concentration at half of the fitted maximal effect; on the % scale 0 is the no-effect control and ±100 the full control effect
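Read-out is the ratio of GFP to DsRed2 object intensity, acquired by 488 nm laser-scanning cytometry on HeLa lamin A-EGFP minigene reporter cells. Compound incubation 48 hrs at 37 °C in Opti-MEM with 2% FBS; DMSO 0.5% final.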
CBFb RUNX1 block: inhibitors of human CBF-beta and RUNX1 interaction. 230,000 tested, under 10 active. Potency, µM (titrated, usually from 59.8 µM), for the others: at the highest dose activity, negative = inhibition, actives largely listed as inhibitors. AlphaScreen CBFb-His/RUNX1-biotin binding, biochemical. Q01196+Q13951; further: % of control where 0% means no effect
Target sequence (Q01196 whole entry, looked up): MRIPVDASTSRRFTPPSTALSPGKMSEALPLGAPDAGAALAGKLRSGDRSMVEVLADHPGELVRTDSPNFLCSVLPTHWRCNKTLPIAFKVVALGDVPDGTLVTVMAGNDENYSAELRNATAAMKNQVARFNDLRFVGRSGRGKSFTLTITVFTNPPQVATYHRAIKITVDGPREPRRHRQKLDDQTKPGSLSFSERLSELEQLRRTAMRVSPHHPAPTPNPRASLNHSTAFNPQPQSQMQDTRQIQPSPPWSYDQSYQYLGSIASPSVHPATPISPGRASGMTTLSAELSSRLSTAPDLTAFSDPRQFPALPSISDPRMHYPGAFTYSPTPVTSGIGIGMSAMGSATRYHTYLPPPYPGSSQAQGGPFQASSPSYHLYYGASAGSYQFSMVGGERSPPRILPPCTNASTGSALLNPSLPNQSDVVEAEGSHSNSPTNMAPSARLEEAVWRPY
Target sequence (Q13951 whole entry, looked up): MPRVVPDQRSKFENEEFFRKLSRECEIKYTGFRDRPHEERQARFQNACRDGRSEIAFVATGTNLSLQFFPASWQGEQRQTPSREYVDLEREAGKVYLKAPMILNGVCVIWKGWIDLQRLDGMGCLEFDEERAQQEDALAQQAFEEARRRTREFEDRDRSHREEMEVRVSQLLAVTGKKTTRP
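Compounds were screened at multiple concentrations against a preformed CBF-beta(His)/RUNX1(biotin) complex (30 nM of each) for 15 min at room temperature, followed by 90 min with nickel and streptavidin beads and AlphaScreen reading.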
HTT cytoprotect: protects HTT-Q103 PC12 cells, measured by ATP. Potency, µM (doses to about 56.4 µM), inactives show cytoprotection (ATP increase), usual class: activators. actives 0.14% (n = 230,000). PC12 HTT-Q103 induced, cytoprotection, ATP luminescence, 40 h;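 further: potency means the concentration at half of the fitted maximal effect; % of control where 0% means no effect; nearly all actives have a fitted effect of over 45% in size; toxic huntingtin expression switched on by the ecdysone agonist tebufenozide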
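PC12 cells stably carrying ecdysone-inducible Htt exon 1 (Q103)–GFP were induced with 100 nM tebufenozide (final) alongside library compounds in a dose series. Cytoprotection was scored as retained ATP by ATPlite luminescence.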
Numbers without * were called inactive; u = inconclusive; x = no result given; & = joins results of further samples; [ ] = another dose, or the depositor's remark. Unless noted, the call rests on the fitted dose curve; in most records, active means well fitted curve in the direction sought with a large enough effect; inconclusive means small, poorly fitted or top-dose-only effect, or another doubt; inactive means no such curve, though single readings can be large; an effect the other way counts as inactive or inconclusive.

Start of the data: the first four entries, to show the layout:
No.	Compound	HTT aggregate	GAA inh	GAA spleen mod	GAA glycogen mod
1	Cc1c(C(=O)NC2CCCc3ccccc32)oc2ccc(S(=O)(=O)N3CCOCC3)cc12 (centres undefined)	13.6%	-1.5%	-2.6%	1.9%
2	COC(=O)[C@@H](NC(=O)Nc1ccc2c(c1)OCCO2)C(C)C	0.6%	5.1%	-2.2%	-0.5%
3	CCC(C(=O)O)n1nnc(-c2ccc(-c3ccc(OC)cc3)cc2)n1 (centres undefined)	5.1%	10.0%	3.2%	2.8%
4	CCOc1ccc(CC2CCC(=O)NC2=O)cc1 (centres undefined)	u	-4.7%	3.0%	3.0%

No.	LMNA splice mod	CBFb RUNX1 block	HTT cytoprotect
1	19.9%	3.1%	-24.4%
2	-7.0%	5.8%	-4.4%[0.074 µM]
3	-7.7%	3.6%	-5.8%
4	-8.9%	1.2%	-2.9%[10 µM]

The listing, from the first entry:
No.	Compound	HTT aggregate	GAA inh	GAA spleen mod	GAA glycogen mod
1	Cc1c(C(=O)NC2CCCc3ccccc32)oc2ccc(S(=O)(=O)N3CCOCC3)cc12 (centres undefined)	13.6%	-1.5%	-2.6%	1.9%
2	COC(=O)[C@@H](NC(=O)Nc1ccc2c(c1)OCCO2)C(C)C	0.6%	5.1%	-2.2%	-0.5%
3	CCC(C(=O)O)n1nnc(-c2ccc(-c3ccc(OC)cc3)cc2)n1 (centres undefined)	5.1%	10.0%	3.2%	2.8%
4	CCOc1ccc(CC2CCC(=O)NC2=O)cc1 (centres undefined)	u	-4.7%	3.0%	3.0%
5	CCCN(C(=O)CCl)C1=CCCCC1	-29.4%	-1.1%	0.6%	-4.6%
6	CCC(CC)C(=O)c1c[nH]c(C(=O)NCCCn2ccnc2)c1	-1.4%	u	-14.4%	-8.5%
7	COc1ccc(-c2nsc(SCC(=O)NCc3ccc4c(c3)OCO4)n2)cc1	-8.8%	1.2%	-3.4%	11.0%
8	O=C(CSc1nnc(Cc2csc(Nc3cccc(Cl)c3)n2)o1)N1CCc2ccccc21	u	-4.6%	-7.3%	-1.5%
9	O=C(O)C1CCCCC1C(=O)NCc1ccc2c(c1)OCO2 (centres undefined)	-12.7%[9.22 µM]	-1.7%	-2.3%	-6.2%
10	O=C(Nc1ccc(Cl)c(Cl)c1)OCc1cnc(Cl)s1	-24.1%	-1.3%	-2.8%	3.5%
11	C#CCOC(=O)/C(=C/C=C/c1ccccc1)NC(=O)c1ccccc1	-8.1%	6.0%	-6.4%	4.0%
12	COc1cccc(OC)c1C(=O)N1CCN(Cc2ccccc2C)CC1	u	-1.0%	-4.5%	5.3%
13	Cn1sc(NC(=O)c2ccc(Cl)cc2)nc1=O	u	-8.3%	3.6%	5.5%
14	CC(Oc1ccc(Cl)cc1Cl)C(=O)NC1CCSC1=O (centres undefined)	-1.4%	u	0.8%	2.7%
15	COc1ccc(C(=O)C2CCN(C(=S)Nc3ccc(F)cc3)CC2)cc1	-31.6%	-13.9%	-1.9%	4.5%

No.	LMNA splice mod	CBFb RUNX1 block	HTT cytoprotect
1	19.9%	3.1%	-24.4%
2	-7.0%	5.8%	-4.4%[0.074 µM]
3	-7.7%	3.6%	-5.8%
4	-8.9%	1.2%	-2.9%[10 µM]
5	x	3.3%	-67.8%[inhibitor][10 µM]
6	14.7%	-4.0%	25.9%
7	-13.5%	6.0%	-6.6%[10 µM]
8	u	-12.5%	-3.2%[10 µM]
9	4.4%[46 µM]	0.1%	22.0%[10 µM]
10	u	4.2%	-0.2%
11	-2.4%	-4.0%	-13.1%[0.074 µM]
12	u	-0.1%	-8.7%
13	11.6%	0.8%	-77.8%[inhibitor]
14	-2.6%	2.1%	15.8%[0.074 µM]
15	x	-0.9%	2.51µM*

Later entries.
No.	Compound	HTT aggregate	GAA inh	GAA spleen mod	GAA glycogen mod
16	CC(C)c1ccc(NC(=O)COC(=O)/C=C/c2cccc(Br)c2)cc1	u	2.1%	-6.3%	11.9%
17	Cc1cc(C2N=C(N)Nc3nc4ccccc4n32)c(C)n1-c1ccccc1Cl (centres undefined)	u	-0.8%	4.4%	-13.5%
18	Cc1ccc(S(=O)(=O)N2CCCCC2)cc1NC(=O)c1ccc2c(=O)n3c(nc2c1)CCCCC3	11.4%	-7.6%	-5.9%	1.2%
19	CCC(Sc1ccccc1C(=O)O)C(=O)O (centres undefined)	21.4%	2.1%	-3.3%	-2.6%
20	OCCC1CN(Cc2cccn2-c2nccs2)CCN1CCc1ccccc1 (centres undefined)	-8.8%[9.22 µM]	-0.3%	0.7%	4.1%
21	CC12CC(c3ccccc3O1)N(C(=O)c1ccco1)C(=O)N2c1ccccc1 (centres undefined)	0.5%	-3.6%	-1.1%	-0.1%
22	N#Cc1c(NC(=O)c2ccccc2Cl)n(Cc2ccccc2)c2nc3ccccc3nc12	u	7.4%	-17.2%	10.9%
23	O=C(NCc1cccs1)c1ccccc1C(=O)NCc1cccs1	13.3%	-0.2%	-2.0%	5.2%
24	CCC1(C)N=C(c2ccc3c(c2)OCO3)CC(c2ccccc2O)N1 (centres undefined)	-1.6%	-5.3%	-10.2%	-2.4%
25	COc1ccc2cc(C)c3nnc(SCC(=O)Nc4cc(OC)c(OC)cc4C(=O)O)n3c2c1	16.0%	-1.8%	1.0%	-20.2%
26	CCOc1cc(S(=O)(=O)NCc2ccco2)c(OCC)cc1-n1cnnn1	0.6%	-6.8%	0.3%	13.3%
27	CC(C)Nc1nc(Cl)nc(NCCOc2ccccc2)n1	-5.8%	-6.0%	0.5%	10.0%
28	CCN(CC)CCNC(=O)c1cn(C)c2ccc(S(=O)(=O)N(C)C3CCCCC3)cc2c1=O	-11.5%	-12.7%	1.0%	-15.6%
29	CCCC(C)C(=O)Nc1ccc(S(=O)(=O)Nc2nccc(C)n2)cc1 (centres undefined)	-4.1%[9.22 µM]	-3.5%	0.6%	-9.3%
30	CCOC(=O)COc1ccc(Br)cc1/C=C\c1[nH]c(=O)[nH]c(=O)c1[N+](=O)[O-]	-11.3%	-5.7%	-4.7%	-4.0%

No.	LMNA splice mod	CBFb RUNX1 block	HTT cytoprotect
16	0.0%	4.1%	-6.8%[10 µM]
17	6.4%	1.6%	10.8%
18	u	-0.9%	17.7%[10 µM]
19	15.2%	2.0%	-11.0%
20	-4.5%[46 µM]	-4.6%	-2.4%[10 µM]
21	-2.4%	3.5%	-16.1%
22	-26.6%	-3.9%	-18.1%[10 µM]
23	9.0%	1.7%	-12.6%
24	-18.8%	-10.6%	-7.6%
25	-4.6%[46 µM]	-2.1%	-22.2%
26	10.6%	1.7%	1.2%
27	-3.7%	8.6%	5.7%[10 µM]
28	4.5%	-3.8%	-7.5%
29	u	14.6%	-3.4%[10 µM]
30	u	5.6%	-38.2%[0.074 µM]

Overlap with the part before: two compounds; new compounds follow.
No.	Compound	HTT aggregate	GAA inh	GAA spleen mod	GAA glycogen mod
29	CCCC(C)C(=O)Nc1ccc(S(=O)(=O)Nc2nccc(C)n2)cc1 (centres undefined)	-4.1%[9.22 µM]	-3.5%	0.6%	-9.3%
30	CCOC(=O)COc1ccc(Br)cc1/C=C\c1[nH]c(=O)[nH]c(=O)c1[N+](=O)[O-]	-11.3%	-5.7%	-4.7%	-4.0%
31	Fc1ccccc1-c1[nH]ncc1-c1nnnn1-c1ccccc1	-9.3%[9.22 µM]	2.4%	10.4%	5.5%
32	N#C/C(=C(/O)CSc1ccccc1C(=O)O)c1nc2ccccc2s1	-0.4%	-3.0%	6.6%	3.9%
33	COCCNC(=O)C(C)Oc1ccccc1 (centres undefined)	-5.1%[9.22 µM]	12.1%	1.8%	19.5%
34	O=C(CNS(=O)(=O)c1ccccc1F)Nc1ccc(N2CCOCC2)cc1	1.6%	-6.0%	4.1%	8.1%
35	CCOC(=O)CNS(=O)(=O)CCN1C(=O)c2ccccc2C1=O	-5.6%[9.22 µM]	-2.9%	2.8%	5.2%
36	Cc1ccc2[nH]c(=O)c(COC(=O)c3cccs3)cc2c1	-3.7%	5.5%	7.3%	6.9%
37	Cc1nnc(SCC(=O)Nc2c(Cl)cccc2Cl)[nH]c1=O	-8.7%	2.7%	-23.3%	7.0%
38	Cc1cccc(OCc2n[nH]c(=S)n2-c2ccccc2)c1	x	12.9%	-0.8%	-0.5%
39	COC(=O)[C@@]1(Cc2ccccc2)[C@H]2c3cc(C(=O)N4CCCC4)n(Cc4ccsc4Br)c3C[C@H]2CN1C(=O)c1ccccc1	-22.6%	-6.3%	-4.9%&-0.1%	-3.0%
40	Cc1ccc(-n2nnnc2SCC(=O)N2c3ccccc3NC(=O)C2(C)C)cc1	-5.1%	0.9%	-2.7%	-3.9%
41	CCOC(=O)C1=C(N)OC2=C(C(=O)CCC2)C1c1ccc(C)s1 (centres undefined)	3.7%	-0.5%	-7.6%	-4.3%
42	CCC1CCCCN1Cc1nc2ccccc2c(=O)n1CC(C)=O (centres undefined)	23.8%[9.22 µM]	-11.5%	-13.9%	-3.2%
43	Oc1ccccc1-c1nc2c3ccccc3c3ccccc3c2[nH]1	-2.2%[9.22 µM]	u	10.6%	1.6%
44	COc1cc(C2=NOC(C(=O)Nc3c(C)n(C)n(-c4ccccc4)c3=O)C2)cc(OC)c1OC (centres undefined)	15.8%[9.22 µM]	x	3.3%	6.6%

No.	LMNA splice mod	CBFb RUNX1 block	HTT cytoprotect
29	u	14.6%	-3.4%[10 µM]
30	u	5.6%	-38.2%[0.074 µM]
31	u	17.7%	1.4%[10 µM]
32	4.6%	10.2%	16.1%
33	x	-4.0%	-47.7%[inhibitor]
34	11.7%	0.7%	-3.6%
35	16.3%	-2.7%	14.8%
36	4.3%	4.5%	9.8%[10 µM]
37	-2.7%	7.6%	7.9%
38	-1.7%[46 µM]	-8.0%	x
39	u	16.4%[2.36 µM]	-56.0%[inhibitor]
40	u	1.8%	-6.1%[10 µM]
41	3.6%	7.2%	-11.3%
42	x	24.8%	-7.2%[10 µM]
43	x	17.8%	-4.4%[10 µM]
44	x	6.5%	6.9%[10 µM]
